From PubChem
POLH inh = qHTS for Inhibitors of Polymerase Eta; recombinant Pol eta, fluorescent DNA replication assay; Potency, µM (titrated, usually from 114 µM), for inactives: at the top dose activity change, negative = inhibition, usual class: inhibitors; actives 1.2% (n = 390,000); note: potency is the fitted concentration of half-maximal effect; % is set by controls: 0 for no effect and ±100 for the full control effect
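Fluorescent replication assay: 50 nM final substrate added after a 15 min room-temperature compound preincubation with 10 nM enzyme. Signal taken at 0 min and again at 10 min.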
GLS inh = qHTS for Inhibitors of Glutaminase (GLS) | Glutaminase kidney isoform, mitochondrial (Homo sapiens), O94925 | GLS enzymatic activity, qHTS titration | Potency, µM (doses to about 45.5 µM), inactives show top-dose activity change, negative = inhibition, usual class: inhibitors | actives 0.21% (n = 410,000) | AID 624170, 2012; note: potency is the fitted concentration of half-maximal effect; % is set by controls: 0 for no effect and ±100 for the full control effect
Target sequence (O94925 whole entry, looked up, canonical isoform): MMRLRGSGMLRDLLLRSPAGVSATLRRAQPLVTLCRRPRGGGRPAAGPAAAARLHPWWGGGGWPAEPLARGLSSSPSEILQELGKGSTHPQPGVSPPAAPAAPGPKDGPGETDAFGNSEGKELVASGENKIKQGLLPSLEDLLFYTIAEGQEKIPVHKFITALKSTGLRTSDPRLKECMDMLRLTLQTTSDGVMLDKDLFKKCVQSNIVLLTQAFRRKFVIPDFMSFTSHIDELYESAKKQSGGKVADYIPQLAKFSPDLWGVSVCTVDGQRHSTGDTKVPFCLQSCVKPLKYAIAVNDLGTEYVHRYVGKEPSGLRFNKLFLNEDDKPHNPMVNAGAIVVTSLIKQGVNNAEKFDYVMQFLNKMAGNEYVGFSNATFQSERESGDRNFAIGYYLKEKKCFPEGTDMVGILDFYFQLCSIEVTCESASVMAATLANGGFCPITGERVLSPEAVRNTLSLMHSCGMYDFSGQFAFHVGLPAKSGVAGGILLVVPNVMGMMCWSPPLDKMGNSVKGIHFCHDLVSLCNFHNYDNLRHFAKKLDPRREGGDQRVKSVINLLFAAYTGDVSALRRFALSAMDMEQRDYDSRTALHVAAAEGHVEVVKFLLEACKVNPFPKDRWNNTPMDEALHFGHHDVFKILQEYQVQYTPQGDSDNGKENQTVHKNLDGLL
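Two-point fluorescence kinetic (t0, 30 min RT) for hKGA; glutamate detected via glutamate oxidase–HRP–Amplex Red. Substrate: 1 mM L-glutamine solution; buffer 45 mM KH2PO4, pH 8.2.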
JMJD2A Tudor inh = qHTS Assay for Inhibitors of JMJD2A-Tudor Domain | AlphaScreen JMJD2A-Tudor / H3K4me3 peptide binding | Potency, µM (doses to about 114 µM), for the others: at the top dose activity change, negative = inhibition, usual class: inhibitors | actives 4.4% (n = 390,000); note: potency is the fitted concentration of half-maximal effect; % is set by controls: 0 for no effect and ±100 for the full control effect; nearly all actives have a fitted effect of over 50% in size
Pin1 inhibitor = qHTS Assay to Find Inhibitors of Pin1; Peptidyl-prolyl cis-trans isomerase NIMA-interacting 1 (Homo sapiens), Q13526; Pin1 FP peptide displacement, HiFluor488, 10 min; Potency, µM (titrated, usually from 115 µM), for inactives: at the highest dose activity, negative = inhibition, actives largely listed as inhibitors; actives 0.009% (n = 390,000); AID 504891, 2011; active = well fitted inhibition curve with a large enough effect in the polarisation, with a control signal flat, not every such curve was filed as active; inconclusive = small, poorly fitted or top-dose-only effect, or effect the other way, or a change in a side signal; inactive = no such curve, though single readings can be large or run the other way; the % refers to the polarisation; note: potency is the fitted concentration of half-maximal effect; % is set by controls: 0 for no effect and ±100 for the full control effect
Target sequence (Q13526 whole entry, looked up): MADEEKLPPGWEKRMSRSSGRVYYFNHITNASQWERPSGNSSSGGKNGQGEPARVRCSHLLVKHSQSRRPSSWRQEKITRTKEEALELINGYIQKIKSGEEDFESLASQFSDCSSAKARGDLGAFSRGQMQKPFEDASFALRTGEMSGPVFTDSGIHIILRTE
BAZ2B block = qHTS Assay for Inhibitors of BAZ2B; Bromodomain adjacent to zinc finger domain protein 2B (Homo sapiens), Q9UIF8; AlphaScreen BAZ2B-H3K14Ac peptide displacement; Potency, µM (titrated, usually from 114 µM), without a hit: at the top dose activity change, negative = inhibition, usual class: inhibitors; actives 4.4% (n = 360,000); AID 504333, 2011; note: potency is the fitted concentration of half-maximal effect; % is set by controls: 0 for no effect and ±100 for the full control effect; nearly all actives have a fitted effect of over 60% in size
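Compounds, titrated to a top concentration of 110 uM, were incubated 30 min at room temperature with preformed BAZ2B/acetyl-K14 H3 peptide complex (50 nM each). Proximity signal was measured by AlphaScreen after 20 min with beads.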
PI4K2A inh = qHTS for small molecular inhibitors of PI4K2A | activity change, negative = inhibition, % at 76.9 µM | actives 0.13% (n = 420,000) | purified PI4K2A, ADP-Glo luminescence, 1 h; active compounds read low; in the data active = activity change below about -50%; inconclusive = mostly about -30% to -49%;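 note: -100% = wells without enzyme as full effect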
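PI4K2A activity was measured by ADP-Glo luminescence: enzyme (4 ug/mL stock) and phosphatidylinositol (1.2 mM stock) in Tris pH 7.5/MgCl2/EGTA/Triton X-100 buffer were reacted with ATP (300 microM stock) for one hour at ambient temperature.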
HP1b binding inh = HTS for Inhibitors of HP1-beta Chromodomain Interactions with Methylated Histone Tails; Chromobox protein homolog 1 (Homo sapiens), P83916; AlphaScreen HP1-beta / biotin-H3K9me3 peptide binding; Potency, µM (titrated, usually from 114 µM), inactives show top-dose activity change, negative = inhibition, most hits filed as inhibitors; actives 0.56% (n = 390,000); AID 540317, 2011; note: potency is the fitted concentration of half-maximal effect; nearly all actives have a fitted effect of over 70% in size; inactives centre near 23
Target sequence (P83916 whole entry, looked up): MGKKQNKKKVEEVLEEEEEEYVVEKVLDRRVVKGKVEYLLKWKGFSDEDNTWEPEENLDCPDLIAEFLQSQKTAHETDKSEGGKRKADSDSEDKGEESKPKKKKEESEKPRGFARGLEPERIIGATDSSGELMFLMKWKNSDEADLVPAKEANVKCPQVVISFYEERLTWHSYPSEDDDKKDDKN
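HP1-beta protein (50 nM final) preincubated 30 min at room temperature with biotinylated H3(1-18)K9me3 peptide (50 nM) in PBS pH 7.4, 0.01% Tween-20, then compound added for 30 min. AlphaScreen streptavidin donor/nickel chelate acceptor beads (10 ug/mL final), 30 min dark, luminescence read.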
G9a block = qHTS Assay for Inhibitors of Histone Lysine Methyltransferase G9a. Histone-lysine N-methyltransferase EHMT2 (Homo sapiens), Q96KQ7. G9a H3K9 monomethylation, AlphaScreen, 2 h. Potency, µM (titrated, usually from 102 µM), for inactives: top-dose activity, negative = inhibition, most hits filed as inhibitors. actives 8.8% (n = 350,000); note: potency is the fitted concentration of half-maximal effect; % is set by controls: 0 for no effect and ±100 for the full control effect; nearly all actives have a fitted effect of over 75% in size
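G9a (20 nM) preincubated 15 min RT with compounds, then 500 nM biotinylated H3K9 peptide and 20 uM SAM added; 2 h RT reaction. Monomethyl-H3K9 product detected by AlphaScreen with anti-H3K9me1 antibody, streptavidin donor and anti-rabbit IgG acceptor beads.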
PGK inhibitor = qHTS Assay to Find Inhibitors of Phosphoglycerate Kinase. Potency, µM (doses to about 57.5 µM), without a hit: at the top dose activity change, negative = inhibition, hits mostly inhibitors. actives 0.043% (n = 380,000). PGK/GAPDH coupled, Kinase-Glo luminescence, 60 min; note: potency is the fitted concentration of half-maximal effect; % is set by controls: 0 for no effect and ±100 for the full control effect; nearly all actives have a fitted effect of over 60% in size
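Luminescent ATP detection (Kinase-Glo Plus) follows a 60-minute room-temperature incubation, with wells lacking PGK as controls. Buffer: 100 mM TEA (pH 7.6), 5 mM MgCl2, 0.01% Tween-20. Coupling enzyme GAPDH (100 nM final) supplies unstable 1,3-BPG in-well.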
Starred values were filed as active, the others as inactive; i = inactive; ? = inconclusive; · = not tested or not shown; & = joins results of further samples; ! = not confirmed by another sample; [ ] = remark or other dose. Unless noted, calls come from the whole dose curve; as a rule, active = well fitted curve in the direction sought with a large enough effect; inconclusive = small, poorly fitted or top-dose-only effect, or another doubt; inactive = no such curve, though single readings can be large; an effect the other way counts as inactive or inconclusive.

G9a block | PGK inhibitor | POLH inh | HP1b binding inh | BAZ2B block | GLS inh | JMJD2A Tudor inh | smiles | Pin1 inhibitor | PI4K2A inh
35%[activator] | 1% | -3% | 35% | -1% | 1% | -10% | COC(CNC(=O)c1cn(C)c2ccc(S(=O)(=O)N3CCOCC3)cc2c1=O)OC | -2% | -3
-3%[59 µM] | i | -14% | 28% | -2% | 8% | -8% | COc1ccc(CNC(=O)CCCCCn2c(=O)[nH]c3ccccc3c2=O)cc1 | 4% | -2
· | 10% | -6% | 22% | · | 1% | -9% | Cc1cc(NS(=O)(=O)c2ccc(NC(=O)c3ccccc3F)cc2)no1 | 7% | -2
10µM* | · | -6% | 28% | -23% | 2% | -20% | C/C(=N\NC(=O)COc1ccc(C(C)(C)C)cc1)c1ccc(N2CCOCC2)cc1 | 52%[activator] | -4
107%[activator] | 0% | -1% | 46%[activator] | 2% | 11% | -19% | CCc1nnc(NC(=O)c2ccc(S(=O)(=O)N(C)Cc3ccccc3)cc2)o1 | 1% | 1
0% | -1% | -10% | 29% | -22% | 5% | -15% | NC(=O)c1cc2ccccc2o/c1=N\NC(=O)c1ccco1 | 0% | -1
16%[59 µM] | -10% | 2% | 49%[activator] | 4% | 0% | -12% | CCCn1nc2cc(C(=O)NC3CCc4ccccc43)ccc2c1OCC (stereo not drawn) | -9% | -6
? | -6% | -27% | 26% | -2% | -5% | -18% | COc1cccc(NC(=O)C(CCSC)NC(=O)C2CCC(C)CC2)c1 (stereo not drawn) | -1% | 0
· | -1% | -11% | 25% | · | 25% | -9% | O=Cc1cc(OCc2ccccc2)ccc1[B-](F)(F)F | -2% | -7
-3%[59 µM] | -1%&-7% | -7%&-15% | 4%&68% | -6%&-20% | ? | -34%&3% | CCCN1CCc2nc(SCC(=O)Nc3ccc(C)c(Cl)c3)[nH]c(=O)c2C1 | 15%&1% | -7&1
-10%[59 µM] | -4% | 3% | 45%[activator] | 6% | -1% | -7% | COc1ccccc1NC(=O)c1ccc(NC(=O)CSc2nc(N)cc(=O)[nH]2)cc1 | -1% | -20
-14% | 5% | 2% | 4% | -39% | 0% | -9% | CCCC(=O)N/N=C1\CS(=O)(=O)N(C)c2ccsc21 | 2% | 2

(continued)
G9a block | PGK inhibitor | POLH inh | HP1b binding inh | BAZ2B block | GLS inh | JMJD2A Tudor inh | smiles | Pin1 inhibitor | PI4K2A inh
13%[59 µM] | -9% | 6% | 35% | -20% | 2% | -23% | COc1ccc(C(CC(=O)O)NC(=O)c2ccco2)cc1 (stereo not drawn) | -6% | -3
? | -7% | -7% | 34% | 3% | -10% | -17% | C/C(N)=C(/C#N)C(=O)COC(=O)CNS(=O)(=O)c1ccc(C)cc1 | -2% | 0
? | -8% | -6% | 56%[activator] | ? | -9% | -2% | O=C(O)c1cccnc1Cl | -2% | 3
? | -6% | -8% | 8% | 6% | 7% | -1% | N#Cc1ccccc1NC(=O)COC(=O)CSc1nc2ccccc2o1 | 0% | 5
2% | -1% | -13% | 60%[activator] | 4% | -9% | 11% | Cc1ccc2c(c1)CCCN2C(=O)NC1CCCCC1 | -1% | 4
0% | i | -10% | 28% | 35%[activator] | 2% | -8% | CNC(=O)CN1C(=O)NC2(CCc3ccccc32)C1=O (stereo not drawn) | 2% | 2
-10%[59 µM] | i | -5% | 13% | -19% | -9% | -23% | CC(=O)c1ccc(NC(=O)C(Cc2ccccc2)NS(=O)(=O)c2ccc3c(c2)CCC(=O)N3)cc1 (stereo not drawn) | -8% | 3
32µM* | -3% | -19% | 2% | 40µM* | ? | ? | COc1ccc(-c2csc(CCN3N=C(C)CC3=O)n2)cc1 | ? | -29
16%[59 µM] | -9% | -5% | 50%[activator] | 1% | 0% | -11% | COc1cccc(CNC(=O)c2cc(-c3ccc(Cl)cc3)n[nH]2)c1 | 1% | 0
-48% | i | -20% | -11% | -30% | -4% | -8%[57.1 µM] | O=C1CC(c2ccccc2)=NN1c1nc(-c2ccccc2)cs1 | -15% | -10
-4%[12.7 µM] | 5% | -15% | 41%[activator] | 10% | -2% | -8% | OCC[C@H]1C[C@@H](O)[C@H](O)[C@]2(Cc3ccccc3CCO2)O1 | 0% | -1
-37% | -1% | -12% | 32% | 6% | -3% | 3% | O=C(O)/C(=C\c1cccs1)c1ccc(F)cc1 | 1% | 1

Molecules from the list above with an aryl thioether with sulfur outside any ring (three):
G9a block | PGK inhibitor | POLH inh | HP1b binding inh | BAZ2B block | GLS inh | JMJD2A Tudor inh | smiles | Pin1 inhibitor | PI4K2A inh
-3%[59 µM] | -1%&-7% | -7%&-15% | 4%&68% | -6%&-20% | ? | -34%&3% | CCCN1CCc2nc(SCC(=O)Nc3ccc(C)c(Cl)c3)[nH]c(=O)c2C1 | 15%&1% | -7&1
-10%[59 µM] | -4% | 3% | 45%[activator] | 6% | -1% | -7% | COc1ccccc1NC(=O)c1ccc(NC(=O)CSc2nc(N)cc(=O)[nH]2)cc1 | -1% | -20
? | -6% | -8% | 8% | 6% | 7% | -1% | N#Cc1ccccc1NC(=O)COC(=O)CSc1nc2ccccc2o1 | 0% | 5

Other results
G9a block | PGK inhibitor | POLH inh | HP1b binding inh | BAZ2B block | GLS inh | JMJD2A Tudor inh | smiles | Pin1 inhibitor | PI4K2A inh
19% | 9% | -1% | 12% | 5% | 2% | -8% | COC(=O)C(C)N(c1ccc(OC)cc1)S(C)(=O)=O (stereo not drawn) | -11% | -4
22%[12.7 µM] | -2% | -13% | 31% | -2% | -10% | -2% | O=C(COC(=O)C1=NN(c2ccccc2)C(=O)CC1)Nc1ccc([N+](=O)[O-])cc1C(F)(F)F | 3% | 1
37%[59 µM] | 1% | -8% | 23% | -3% | 11% | -13% | Cc1ccc(NC(=O)CSc2nnc3n2CCCCC3)cc1 | -3% | -7
· | -1% | -3% | 16% | 20% | 3% | 7% | N/C(=N\OC(=O)/C=C/c1ccccc1)c1ccc(Cl)cc1 | 2% | 0
40µM* | -4%[11.5 µM] | -1% | -14% | ? | 5% | 28µM* | O=C(O)C1OC(C(=O)O)C2C1C(F)(F)C2(F)F (stereo not drawn) | -6% | -2
13µM* | 7% | -10% | -1% | ? | 7% | -21% | CCC(C)NCCOCCOc1ccc(Cl)c2ccccc12 (stereo not drawn) | 0% | -1
-26% | -3% | -23% | 18% | -3% | -1% | -31% | O=C(CN1C(=O)NC2(CCOc3ccccc32)C1=O)c1ccc(Cl)cc1 (stereo not drawn) | -2% | 3
-33%[2.33 µM] | -10%&10% | -16%&-18% | 60%&29%[activator] | -14%&-35% | 63%&22%[activator] | 35µM*! | C[n+]1ccccc1/C=N/O | -2%&2% | -1&3&4
? | -5% | -17% | ? | 3.5µM* | -5% | ? | CC(=O)Oc1ccc(/C=C2/SC(=S)N(Cc3ccccc3)C2=O)cc1 | ? | 4
26%[59 µM] | -1% | -12% | 51%[activator] | · | -6% | -21% | COc1cccc(NC(=O)Cn2c(=O)n(-c3ccc(C)cc3)c(=O)c3ccc(C(=O)NCc4ccco4)cc32)c1 | 25% | -2
10% | i | -13% | 8% | ? | -2% | -17% | CC(O)c1nc2ccccc2n1CCCc1ccccc1 (stereo not drawn) | 2% | -2
-4%[12.7 µM] | 0% | 13% | -5% | 5% | -4% | -2% | COc1cccc(NC(=O)CC2C(=O)NC3CCCCC3N2C(=O)c2ccc(F)cc2)c1 (stereo not drawn) | 5% | -3

(listing goes on)
G9a block | PGK inhibitor | POLH inh | HP1b binding inh | BAZ2B block | GLS inh | JMJD2A Tudor inh | smiles | Pin1 inhibitor | PI4K2A inh
45µM* | -2% | 4% | -10% | ? | 3% | ? | NC(=O)CC(NC(=O)c1cccc(Br)c1)c1ccc(N2CCN(c3ccc(F)cc3)CC2)c([N+](=O)[O-])c1 (stereo not drawn) | -2% | -4
22%[59 µM] | 4% | -11% | 33% | 0% | 1% | -11% | COc1ccc(N2CC(NC(=O)NCCC(C)C)CC2=O)cc1 (stereo not drawn) | -21% | 6
· | -1% | -8% | 18% | -33% | -2% | -13% | COc1ccccc1CNC(=O)C1CCCN(c2cnccn2)C1 (stereo not drawn) | -5% | 3
-1% | 3% | -21% | 36% | -2% | 1% | -3% | Cc1cc(NC(=O)CSc2ccc(-c3cccc([N+](=O)[O-])c3)nn2)no1 | -4% | -5
25%[12.7 µM] | -1% | -2% | 7% | -3% | -2% | -8% | COc1ccc(CN(C)C(=O)Cc2ccc(S(=O)(=O)N3CCOCC3)s2)cc1OC | -4% | 4
-1%[12.7 µM] | -8% | 4% | 20% | ? | 3% | 6% | CN(Cc1ccccc1)S(=O)(=O)c1ccc2c(c1)n(C)c(=O)n2C | 1% | 4
-11%[59 µM] | -8% | -25% | 18% | -6% | -10% | 4% | Cc1cc(OCC(=O)c2ccc(F)cc2)ccc1N1C(=O)CCC1=O | -6% | -1
· | i | -18% | 5% | · | 32%[activator] | -12% | O=C(COC(=O)c1c[nH]c2ccccc12)Nc1ccccc1 | -2% | 2
15% | i | -13% | 36% | 3% | -13% | -4% | COc1ccc(-c2nnc(SC(C)C#N)o2)cc1 (stereo not drawn) | -5% | 5
8% | 1% | -4% | 21% | -5% | 1% | -5%[57.1 µM] | O=C(Nc1cc2c(=O)n(-c3ccc(Oc4ccccc4)cc3)ccc2oc1=O)c1ccccc1 | 11% | 0

The list is partial; the hit share may differ from the screen's.
